# TEAD-YAP inh – TEAD-YAP interaction inhibition, primary screen, TEAD-YAP interaction inhibitor project, luminescence, HEK-TIYL cells; inhibition, % at 9.12 µM; AID 1259422, 2018; TEAD-Gal4/YAP UAS-luciferase luminescence; hit rate 1.4% among 640,000; in the data active means inhibition above about 32%;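 further: 0% = median of test compound wells and 100% = reference inhibitor wells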
# FBW7 activator – FBW7 E3 ligase activators, primary screen, biochemical, AlphaScreen, human | F-box/WD repeat-containing protein 7 (Homo sapiens), Q969H0 | AlphaScreen FBW7–phospho-cyclin E peptide binding, activator screen | normalized activity (activation), % at 26.1 µM | hit rate 0.13% among 650,000 | AID 1259310, 2017; in the data active means normalized activity above about 1.9%;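 further: purified mutant Fbw7 with reduced substrate affinity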
# GPR151 activ – activators of human GPR151, primary screen, cell-based, PathHunter beta-arrestin, luminescence; G-protein coupled receptor 151 (Homo sapiens), Q8TDV0; PathHunter beta-arrestin GPR151 cells; activation, % at 11.2 µM; hit rate 1% among 650,000; in the data active means activation above about 4.9%;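 further: 0% = median of compound wells and 100% = cells with positive control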
# Target sequence (Q8TDV0 whole entry, looked up): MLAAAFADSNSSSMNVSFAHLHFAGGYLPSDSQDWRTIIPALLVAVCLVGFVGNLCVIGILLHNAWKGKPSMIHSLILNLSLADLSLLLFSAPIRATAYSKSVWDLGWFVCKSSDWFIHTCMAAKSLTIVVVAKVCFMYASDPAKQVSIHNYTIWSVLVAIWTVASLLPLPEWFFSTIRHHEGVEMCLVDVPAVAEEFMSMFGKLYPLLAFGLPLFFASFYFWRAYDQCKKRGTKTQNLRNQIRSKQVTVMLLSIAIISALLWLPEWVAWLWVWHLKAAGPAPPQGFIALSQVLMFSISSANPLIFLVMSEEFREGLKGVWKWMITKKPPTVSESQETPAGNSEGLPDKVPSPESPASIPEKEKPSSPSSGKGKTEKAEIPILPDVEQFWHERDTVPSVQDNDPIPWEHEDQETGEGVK
# MITF primary – MITF inhibitors, primary screen, biochemical, AlphaScreen, human | Microphthalmia-associated transcription factor (Homo sapiens), O75030 | AlphaScreen MITF homodimerization, bead proximity signal | inhibition, % at 2.6 µM | hit rate 0.91% among 650,000; in the data active means inhibition above about 50%;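 further: 0% = vehicle wells with protein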
# Target sequence (O75030 whole entry, looked up): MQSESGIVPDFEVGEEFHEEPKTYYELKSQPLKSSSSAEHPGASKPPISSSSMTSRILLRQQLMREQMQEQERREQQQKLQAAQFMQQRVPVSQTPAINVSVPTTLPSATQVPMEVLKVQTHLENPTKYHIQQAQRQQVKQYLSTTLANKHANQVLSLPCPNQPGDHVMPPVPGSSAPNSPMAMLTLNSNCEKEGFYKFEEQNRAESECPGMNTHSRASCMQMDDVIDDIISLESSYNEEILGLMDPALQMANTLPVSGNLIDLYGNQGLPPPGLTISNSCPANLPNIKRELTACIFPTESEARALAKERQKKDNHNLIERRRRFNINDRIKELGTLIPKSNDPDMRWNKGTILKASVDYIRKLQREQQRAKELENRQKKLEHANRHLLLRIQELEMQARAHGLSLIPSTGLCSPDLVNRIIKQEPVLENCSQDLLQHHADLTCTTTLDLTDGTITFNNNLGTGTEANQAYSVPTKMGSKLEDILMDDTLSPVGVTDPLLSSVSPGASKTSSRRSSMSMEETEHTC
# An asterisk follows results filed as active; & = joins results of further samples.
SMILES,TEAD-YAP inh,FBW7 activator,GPR151 activ,MITF primary
Cc1ccc(CNC(=O)C(C)n2nc(C)n3c(cc4occc43)c2=O)cc1 (centres undefined),-3,0.2,-0.1,-5
COC(=O)NCc1cc2cc(Cl)ccc2[nH]1,-11,0.2,-0.4,-25
O=C(CCc1cccnc1)N1CCC(c2[nH]ncc2-c2ccccc2)CC1,-53,0.0,3.3,-3
CN1C[C@@H]2C[C@@H](c3ccc(C#CC(C)(C)O)s3)N3CCC[C@@]23C1=O,6,-0.1,-1.2,13
Nc1nnc(CC(=O)Nc2ccccc2)s1,-12,-0.2,1.2,1
O=C(/C=C\Nc1cccc([N+](=O)[O-])c1)c1ccc(F)cc1,-16,-0.1,-1.5,4
CSCC[C@@H](C(=O)NC1CCCCCC1)N1Cc2ccccc2C1=O,-12,0.3,-0.6,14
O=C1N[C@@H](Cc2ccc(Cl)cc2)C(=O)N2CCN(C(=O)c3cc(F)ccc3F)C[C@H]12,10,0.6,1.0,8
O=C(c1cccc(F)c1)N1CCN(C2CCCCC2)CC1,2,-0.1,0.8,34
c1ccc(OCCNc2cc(N3CCN(Cc4ccc5c(c4)OCO5)CC3)ncn2)cc1,-4,0.5,-1.9,17
Cc1cc(Br)c(NC=O)cc1C,17,0.1,-0.4,3
Cc1ccc2c(c1C)N[C@@H](c1ccc(C(=O)O)cc1)[C@H]1CC=C[C@@H]21,12,-0.6,-0.6,71*
Cc1ccc(S(=O)(=O)N(C)c2ccc([N+](=O)[O-])cc2)cc1,0,0.0,0.1,0
COc1ccc(CC(=O)Nc2ccc(C(=O)NC(C)(C)C)cc2)cc1,-4,0.1,2.5,1
N#CC1=C(N)N(c2ccc([N+](=O)[O-])cc2)C2=C(C(=O)CCC2)C1c1ccccc1 (centres undefined),2,0.0,0.3,4
Cc1cc(C(=O)OCC(=O)N2C(C)CCCC2C)ccc1[N+](=O)[O-] (centres undefined),-5,0.1,0.8,-7
O=C(C1=C(O)C(=O)N(CCN2CCOCC2)C1c1cccs1)c1cccs1 (centres undefined),7,0.0,-0.4,3
CC(=O)NCCC(=O)Nc1cc(Cl)ccc1C,1,0.1,3.1,-31
COc1ccc(-c2nnc(C3CCCN(C(C)=O)C3)s2)cc1 (centres undefined),-41,-0.3,-0.9,-2
N/C(=N\OC(=O)COc1ccc2ccccc2c1Br)c1ccncc1,-23,0.0,1.4,-1
COc1ccc2c(CNCC(C)c3ccccc3)c(C(=O)O)[nH]c2c1 (centres undefined),-4,0.5,-0.7,9
CC1(C)NC(=O)N(CN2C(=O)NC(C)(C)C2=O)C1=O,5,0.0,-0.4,9
CCc1ccc(NS(=O)(=O)c2cc3c(cc2C)N(C)CCO3)cc1,2,0.1,0.2,-16
Nc1ncnc2nc(SCc3nc4ccccc4n3Cc3ccccc3)[nH]c12,-10,-0.3,0.2,-19
O=C(c1ccc(Cn2cc(Cl)cn2)o1)N1CCN(Cc2ccc3c(c2)OCO3)CC1,0,-0.1,-0.1,2
O=C(CCC1(Cc2cccc3ccccc23)CCC(=O)N1)NC(C1CC1)C1CC1 (centres undefined),11,-0.1,-1.0,11
Clc1cccc(-n2cc(-c3ccccc3)c3c(NC4CCCCCC4)ncnc32)c1,0,-0.1,2.5,-1
CC1CCCN(C(c2ccco2)c2sc3ncnn3c2O)C1 (centres undefined),0,-0.2,-0.5,-9
CC1=CC(C)(C)N(C(=O)C(Cc2ccccc2)N2C(=O)c3ccccc3C2=O)c2cc(C)c(C)cc21 (centres undefined),-1,-0.1,-0.5,-5
Nc1c(C(=O)Nc2cccc(F)c2)sc2nc3c(c(-c4cccs4)c12)CCCC3,5,0.0,0.4,0
S=c1oc2ccccc2n1CN1CCN(c2ccccn2)CC1,-6,-0.2,-0.8,1
CCOc1cccc(CN2CCC(C(=O)N(CC)Cc3ccccc3)CC2)c1O,1,0.0,0.1,14
CCOC(=O)c1ccc(CN(Cc2ccc(Br)cc2)S(=O)(=O)c2cc(Cl)cc(Cl)c2)cc1,12,0.5,0.6,-11
Cc1cccc(Nc2ccc(N3CCN(C(=O)c4c(F)cccc4F)CC3)nn2)n1,-4,-0.1,-0.8,-11
Nc1nonc1-c1noc(Cn2nnc3ccccc32)n1,-7,-0.1,-0.4,5
CC(=O)N1CCc2c(sc(NC(=O)c3ccc(S(=O)(=O)N(C)C)cc3)c2-c2nc3ccccc3s2)C1,2,0.0,0.8,0
CC(=O)Nc1ccc(NC(=O)Cn2cnc3c(nnn3Cc3ccccc3)c2=O)cc1,17,-0.1,-1.0,6
O=c1nc2s/c(=C\c3cccc([N+](=O)[O-])c3)c(=O)n2nc1Cc1ccccc1,7,0.0,2.4,11
COc1cccc(/C=N/NC(=O)C(O)c2ccccc2)c1 (centres undefined),3,0.9,-0.6,3
CC(C)(C)C1CCc2c(sc3[nH]c(=S)n(-c4ccccc4)c(=O)c23)C1 (centres undefined),-5,-0.1,1.4,1

# 7 of these compounds, set out differently.
mol	TEAD-YAP inh	FBW7 activator	GPR151 activ	MITF primary
CC1=CC(C)(C)N(C(=O)C(Cc2ccccc2)N2C(=O)c3ccccc3C2=O)c2cc(C)c(C)cc21 (centres undefined)	-1	-0.1	-0.5	-5
Nc1c(C(=O)Nc2cccc(F)c2)sc2nc3c(c(-c4cccs4)c12)CCCC3	5	0.0	0.4	0
S=c1oc2ccccc2n1CN1CCN(c2ccccn2)CC1	-6	-0.2	-0.8	1
CCOc1cccc(CN2CCC(C(=O)N(CC)Cc3ccccc3)CC2)c1O	1	0.0	0.1	14
CCOC(=O)c1ccc(CN(Cc2ccc(Br)cc2)S(=O)(=O)c2cc(Cl)cc(Cl)c2)cc1	12	0.5	0.6	-11
Cc1cccc(Nc2ccc(N3CCN(C(=O)c4c(F)cccc4F)CC3)nn2)n1	-4	-0.1	-0.8	-11
Nc1nonc1-c1noc(Cn2nnc3ccccc32)n1	-7	-0.1	-0.4	5

# (continued)
SMILES,TEAD-YAP inh,FBW7 activator,GPR151 activ,MITF primary
Oc1ccc(CCNc2cc(Nc3ccncc3)ncn2)cc1,14&-6,0.0&0.0,0.2&0.4,3&5
CC(C)N(Cc1ccccc1)C(=O)COC(=O)COc1ccc(C#N)cc1,6,0.5,-1.5,9
CSc1ccc(NC(=O)NN2CCN(C)CC2)cc1,-14,0.0,-0.5,-2
CCCc1nnc(-c2cc3ccccc3n2CC(=O)Nc2ccccc2C(=O)OCC)o1,4,0.0,-1.2,11
COc1ccc(OCC(=O)N/N=C/c2ccc(C)o2)c(Br)c1,-16,0.2,-0.8,3
NC1=NC(=O)/C(=C/c2ccc(OCc3ccc(F)cc3)cc2)S1,-5,0.3,-0.3,5
Cc1oc2cc3oc(=O)c4c(c3cc2c1C)CCC4,-11,-0.1,1.5,7
Cc1cc(C)n2nc(CNS(=O)(=O)c3ccc(F)c(C)c3)nc2n1,-1,0.3,-0.7,5
CC1=CC(=C2C(=O)NC(=S)NC2=O)C=C(C(F)(F)F)N1CCN(C)C,5,-0.1,-0.2,4
CC1CCC(NC(=O)C2=CCN(S(=O)(=O)c3ccc(Br)cc3)CC2)CC1 (centres undefined),4,0.1,3.6,0
COc1cccc(C2=NNc3nc4c(c(=O)n(C)c(=O)n4C)n3C2)c1,-2,0.1,-1.1,20
CCCc1cc(=O)oc2cc(OCc3ccccc3F)ccc12,4,0.0,-2.2,15
COc1ccc(CCNC(=O)c2cccc(-c3c(C)noc3C)n2)cc1,-5,0.0,1.4,-9
Nc1nonc1-c1noc(COc2ccc(Cl)cc2Br)n1,-59,0.8,2.2,1
CCCn1c(NC(=O)c2ccc(Cl)nc2)nc2ccccc21,-5,-0.2,1.0,-11
Cc1ccc(-n2c(=O)[nH]cc(C(=O)Nc3ccc(C(N)=O)cc3)c2=O)cc1C,11,0.3,-1.4,10
CCOC(=O)c1c(C)oc2ccc(NS(=O)(=O)c3ccc(C)cc3)cc12,34*,-0.1,0.4,0
Fc1ccc(N2CCN(c3ncnc4c3cnn4-c3ccccc3)CC2)cc1,-11,0.9,-0.1,20
Cc1cc(C)c(-c2csc(NC(=O)c3cccc(Br)c3)n2)c(C)c1,-11,0.0,0.0,11
Cc1cccc(CN2CCC(c3nc4ccccc4[nH]3)CC2)c1,10,0.1,1.4,5

# Among those listed so far, these contain a furan ring, fused or not:
SMILES,TEAD-YAP inh,FBW7 activator,GPR151 activ,MITF primary
Cc1ccc(CNC(=O)C(C)n2nc(C)n3c(cc4occc43)c2=O)cc1 (centres undefined),-3,0.2,-0.1,-5
O=C(c1ccc(Cn2cc(Cl)cn2)o1)N1CCN(Cc2ccc3c(c2)OCO3)CC1,0,-0.1,-0.1,2
CC1CCCN(C(c2ccco2)c2sc3ncnn3c2O)C1 (centres undefined),0,-0.2,-0.5,-9
COc1ccc(OCC(=O)N/N=C/c2ccc(C)o2)c(Br)c1,-16,0.2,-0.8,3
Cc1oc2cc3oc(=O)c4c(c3cc2c1C)CCC4,-11,-0.1,1.5,7
CCOC(=O)c1c(C)oc2ccc(NS(=O)(=O)c3ccc(C)cc3)cc12,34*,-0.1,0.4,0

# Additional entries.
SMILES,TEAD-YAP inh,FBW7 activator,GPR151 activ,MITF primary
Cc1nccn1CCNC(=O)CC1C(=O)NCCN1Cc1ccc(F)cc1Cl (centres undefined),-12,0.0,0.4,-4
CSCCC(NC(=O)/C(=C\c1cccc([N+](=O)[O-])c1)NC(=O)c1ccccc1)C(=O)O (centres undefined),-8,0.7,0.1,20
O=C1OC(c2ccc(Br)cc2)=N/C1=C\c1cccc(F)c1,2,-0.1,0.9,-7
CCC/C(=N\Nc1ccc(S(N)(=O)=O)cc1[N+](=O)[O-])c1ccccc1,11,-0.3,0.9,18
C=CCn1c(SCC#N)nc2ccccc2c1=O,-7,0.0,0.7,6
CCn1c(C2COc3ccccc3O2)nc2cc(-c3cn[nH]c3)ccc21 (centres undefined),-12,0.0,1.0,24
COC(=O)C1=CN(C(C)C)C=C(C(=O)OC)C1c1cccc(Br)c1,-7,0.0,-0.4,0
COC(=O)C1=C(C(=O)OC)C(c2cccc([N+](=O)[O-])c2)c2sc(=O)[nH]c2S1 (centres undefined),4,0.1,0.5,-7
O=C1OC(c2ccc([N+](=O)[O-])cc2)=N/C1=C/c1cccnc1,5,0.5,0.4,9
O=C(Nc1nnc(SCc2ccccc2)s1)c1ccccc1[N+](=O)[O-],7,-0.2,1.0,-2
O=C(Nc1ccc2c(c1)C(=O)OC2)c1ccc(Cl)cc1Cl,-7,0.1,0.1,0
O=C(CCC(NC(=O)c1ccccc1)C(=O)NCc1ccccc1)OCc1ccccc1 (centres undefined),7,0.0,0.9,10
COc1ccccc1-c1nc2ccc(C)cc2cc1CNCc1n[nH]c(=O)[nH]1,-6,-0.2,0.4,3
COc1cc(C=O)ccc1OCC(=O)Nc1cccc(C(F)(F)F)c1,-11,-0.1,-1.2,-11
CCCOC(=O)C1=C(C)NC(=O)NC1c1cccc2ccccc12 (centres undefined),5,-0.3,-1.1,0
Cc1ccccc1NC(=O)N1CCCC1C(=O)Nc1ccccc1 (centres undefined),-1,-0.1,-0.4,5
O=C1NCCN(Cc2ccc(Cl)c(F)c2)C1CC(=O)N1CCCO1 (centres undefined),-26,0.2,-2.2,-5
CCOc1ccc(-c2cnc(NCc3ccc(OC)c(OC)c3OC)n2C)cc1,4,-0.4,0.8,26
CCN(CC)C(=O)CSc1nc(C)c(C)c(=O)[nH]1,-1,-0.1,-0.3,-2
CC1CCCCC1NC(=O)C1CCN(S(=O)(=O)N2CCCCC2)CC1 (centres undefined),-6,-0.1,0.4,-7

# Ordered by length of the SMILES (falling): four of the compounds above
SMILES,TEAD-YAP inh,FBW7 activator,GPR151 activ,MITF primary
CSCCC(NC(=O)/C(=C\c1cccc([N+](=O)[O-])c1)NC(=O)c1ccccc1)C(=O)O (centres undefined),-8,0.7,0.1,20
CCC/C(=N\Nc1ccc(S(N)(=O)=O)cc1[N+](=O)[O-])c1ccccc1,11,-0.3,0.9,18
O=C(CCC(NC(=O)c1ccccc1)C(=O)NCc1ccccc1)OCc1ccccc1 (centres undefined),7,0.0,0.9,10
Cc1nccn1CCNC(=O)CC1C(=O)NCCN1Cc1ccc(F)cc1Cl (centres undefined),-12,0.0,0.4,-4

# Source: PubChem (The Scripps Research Institute Molecular Screening Center)
